GalR3 antagonist: GalR3 antagonists in HEK293 cells, primary screen, cell-based, fluorescence readout; HEK293 GalR3-CNG cAMP membrane potential fluorescence; galR3 body fused to GalR1 C-terminus; 360,000 tested, 0.44% active; Galanin receptor type 3 (Homo sapiens), O60755; inhibition, % at 3 µM;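 active = inhibition above the screen-wide average plus 3 SD, cut at about 13% in these data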;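 note: forskolin and galanin both at EC90 stimulate the cells; cAMP rise reported by CNG channel membrane potential dye signal; 0% = forskolin plus galanin with DMSO and 100% = forskolin alone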
Target sequence (O60755 1-299 limits assumed): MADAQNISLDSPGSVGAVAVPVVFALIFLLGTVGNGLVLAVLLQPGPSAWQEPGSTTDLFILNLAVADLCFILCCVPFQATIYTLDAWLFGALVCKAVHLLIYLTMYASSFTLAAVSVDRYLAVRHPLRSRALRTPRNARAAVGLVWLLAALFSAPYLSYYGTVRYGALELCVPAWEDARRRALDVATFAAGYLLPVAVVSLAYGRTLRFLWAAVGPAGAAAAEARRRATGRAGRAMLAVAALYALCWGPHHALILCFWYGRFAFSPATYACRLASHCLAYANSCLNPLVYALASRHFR
DNA FID counter: compounds displacing fluorescent DNA intercalator, primary screen, artefact control for HCV NS3 helicase inhibitor project, biochemical, FID fluorescence | DNA fluorescent intercalator displacement | inhibition, % at 7.9 µM | 290,000 tested, 0.17% active | AID 1845, 2009; in the data active = inhibition above about 37%;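 note: 0% = vehicle and 100% = reference compound; higher means more ethidium bromide displaced from hairpin DNA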
GPR7 antagonist: GPR7 receptor antagonists, primary screen, cell-based, fluorescence, single concentration | GPR7-expressing cells, fluorescence antagonist assay | inhibition, % at 4.4 µM | 290,000 tested, 1.1% active; in the data active = inhibition above about 16%, passing the limit was not always enough;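 note: cells stimulated with the agonist NPW; 0% = agonist with vehicle and 100% = vehicle without agonist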
Target sequence (P48145 whole entry, looked up): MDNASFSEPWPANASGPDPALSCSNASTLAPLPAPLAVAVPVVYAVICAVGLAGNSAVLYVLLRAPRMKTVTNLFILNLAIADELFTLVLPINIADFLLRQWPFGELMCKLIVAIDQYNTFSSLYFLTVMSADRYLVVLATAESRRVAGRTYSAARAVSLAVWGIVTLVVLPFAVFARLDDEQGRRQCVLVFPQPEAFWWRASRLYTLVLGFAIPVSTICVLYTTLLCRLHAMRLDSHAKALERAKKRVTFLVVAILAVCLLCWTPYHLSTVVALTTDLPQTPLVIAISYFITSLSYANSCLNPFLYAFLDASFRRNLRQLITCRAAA
V1aR counter: agonists of human V1a receptor, primary screen, counter-screen for OXTR agonist project, fluorescence, CHO-V1R cells; Vasopressin V1a receptor (Homo sapiens), P37288; Fluo-8 calcium fluorescence, agonist mode; 0% DMSO, 100% 3 nM vasopressin; activation, % at 3 µM; 320,000 tested, 0.25% active; AID 2797, 2010;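 active = activation above the mean activation of all tested compounds plus 3 SD, per screening run, cut at about 20% in these data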;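 note: signal is peak over basal fluorescence ratio across a 100 second FLIPR read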
VIM-2 inh: VIM-2 metallo-beta-lactamase inhibitors, primary screen, biochemical, epi-absorbance readout, Pseudomonas aeruginosa enzyme. purified VIM-2, nitrocefin hydrolysis, epi-absorbance fluorescence. inhibition, % at 5.6 µM. 290,000 tested, 0.89% active. AID 1527, 2009;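 active = inhibition above the mean of all tested compounds plus 3 SD, cutoff set per screening run, cut at about 7.5% in these data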;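 note: red hydrolysis product quenches plate fluorescence so inhibitors raise well fluorescence; 0% = enzyme with DMSO and 100% = DMSO without enzyme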
PHOSPHO1 block: PubChem AID 1565; 290,000 tested, 1.1% active; inhibition, % at 13.3 µM; recombinant PHOSPHO1, absorbance phosphatase assay; Phosphoethanolamine/phosphocholine phosphatase (Homo sapiens), Q8TCT1; in the data active = inhibition above about 60%
NS3 helicase inh: inhibitors of HCV NS3 helicase, primary screen, biochemical, Cy5 molecular beacon fluorescence; NS3 helicase DNA unwinding; inhibition, % at 10.9 µM; AID 1800, 2009; 290,000 tested, 0.56% active;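 active = inhibition above the mean of all tested compounds plus 3 SD, set per campaign, cut at about 35% in these data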;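 note: 0% = DMSO wells and 100% = thioflavine S control wells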
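Measured by: Cy5 fluorescence, 0 and 60 min reads / Assay system: NS3 helicase fragment of HCV / Control set: low DMSO, high thioflavine S at 110 µM / Times: 1 h reaction at 25 °C, ATP-initiated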
IMP-1 inhibitor: IMP-1 metallo-beta-lactamase inhibitors, primary screen, biochemical, epi-absorbance readout, Pseudomonas aeruginosa enzyme; metallo-beta-lactamase IMP-1 (Pseudomonas aeruginosa); purified IMP-1, nitrocefin hydrolysis, epi-absorbance fluorescence; inhibition, % at 5.6 µM; 290,000 tested, 0.45% active;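 active = inhibition above the mean plus 3 SD of all compounds in the same screening run, cut at about 4.5% in these data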;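 note: 0% = IMP-1 with DMSO and 100% = DMSO wells lacking enzyme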
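assay system = purified recombinant IMP-1 metallo-beta-lactamase enzyme | schedule = 15 min preincubation plus 25 min reaction at 25 °C | signal = Epi-absorbance fluorescence, 480 nm excitation, 530 nm emission | read-out basis = percent inhibition from optical density relative to buffer-blank wells | controls = IMP-1 with DMSO as 0%, enzyme-free DMSO as 100%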
OXTR ag: human OXTR agonists, primary screen, fluorescence, CHO-OTR cells, Fluo-8 calcium; Oxytocin receptor (Homo sapiens), P30559; Fluo-8 calcium fluorescence; normalized: DMSO 0%, oxytocin 100%; activation, % at 3 µM; 320,000 tested, 0.32% active; AID 2435, 2010;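 active = activation above the mean of all tested compounds plus 3 SD, cutoff set per screening run, cut at about 20% in these data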;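 note: peak over basal fluorescence ratio from a 100 s FLIPR kinetic read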
Target sequence (P30559 whole entry, looked up): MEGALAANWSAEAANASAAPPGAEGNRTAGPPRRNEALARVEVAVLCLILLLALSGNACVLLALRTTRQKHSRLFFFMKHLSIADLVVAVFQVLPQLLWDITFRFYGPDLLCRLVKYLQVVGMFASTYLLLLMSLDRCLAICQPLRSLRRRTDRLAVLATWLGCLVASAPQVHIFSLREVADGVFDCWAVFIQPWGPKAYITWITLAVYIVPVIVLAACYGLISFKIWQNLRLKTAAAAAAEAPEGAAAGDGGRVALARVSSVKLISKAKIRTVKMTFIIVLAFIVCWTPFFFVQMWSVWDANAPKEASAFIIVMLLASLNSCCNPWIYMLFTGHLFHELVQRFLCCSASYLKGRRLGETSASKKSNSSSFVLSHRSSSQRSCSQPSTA
Active calls of the source: *.

What do the screens show for `O=C(Nc1ccccc1)c1cc2ccccc2[nH]1`?
GalR3 antagonist: 2; DNA FID counter: -8; GPR7 antagonist: -6; V1aR counter: 4.5; VIM-2 inh: -1.1; PHOSPHO1 block: -11; NS3 helicase inh: -9; IMP-1 inhibitor: -0.5; OXTR ag: -0.3

How did COCCn1nnnc1CN(CCc1ccccc1)Cc1cc2cc(OC)ccc2[nH]c1=O do in these assays?
GalR3 antagonist: -4; DNA FID counter: -2; GPR7 antagonist: 2; V1aR counter: 0.8; VIM-2 inh: -3.2; NS3 helicase inh: 7; IMP-1 inhibitor: -2.1; OXTR ag: 1.7

What do the screens show for `Cc1ccc(NC(=S)NNC(=O)c2cccc([N+](=O)[O-])c2)cc1Cl`?
GalR3 antagonist: -3; DNA FID counter: -2; GPR7 antagonist: -10; V1aR counter: 4.0; VIM-2 inh: -4.3; PHOSPHO1 block: 74*; NS3 helicase inh: 2; IMP-1 inhibitor: -3.5; OXTR ag: 1.9

How did O=C(COc1ccc([N+](=O)[O-])cc1)NNC(=O)Nc1ccccc1F do in these assays?
GalR3 antagonist: -1; DNA FID counter: -11; GPR7 antagonist: 8; V1aR counter: 0.7; VIM-2 inh: -5.5; PHOSPHO1 block: 36; NS3 helicase inh: 27; IMP-1 inhibitor: -0.9; OXTR ag: 0.1

Results for COc1ccc(CCC(=O)Nc2ccc(Br)cn2)cc1 ?
GalR3 antagonist: -8; DNA FID counter: -6; GPR7 antagonist: 4; V1aR counter: -0.8; VIM-2 inh: -0.7; PHOSPHO1 block: 3; NS3 helicase inh: -2; IMP-1 inhibitor: -1.3; OXTR ag: -1.0

What do the screens show for `COc1ccc(OC)c(NC(=O)c2cc3oc4ccccc4c3cc2O)c1`?
GalR3 antagonist: -12; DNA FID counter: -4; GPR7 antagonist: -8; V1aR counter: 5.8; VIM-2 inh: -1.6; PHOSPHO1 block: 29; NS3 helicase inh: 1; IMP-1 inhibitor: -0.9; OXTR ag: 2.2

How did Cc1ccc(C(=O)CCC2CCCCC2=O)cc1 (stereo not given) do in these assays?
GalR3 antagonist: -4; DNA FID counter: -6; GPR7 antagonist: 11; V1aR counter: -1.4; VIM-2 inh: -3.1; PHOSPHO1 block: -23; NS3 helicase inh: 0; IMP-1 inhibitor: 0.4; OXTR ag: -1.9

How did Cc1c(NC(=O)CN2CCCC(C)C2)ccc2nsnc12 (stereo not given) do in these assays?
GalR3 antagonist: 4; DNA FID counter: -1; GPR7 antagonist: -4; V1aR counter: -1.0; VIM-2 inh: 1.6; PHOSPHO1 block: -3; NS3 helicase inh: 21; IMP-1 inhibitor: -1.8; OXTR ag: -0.9

Results for COc1ccc(NC(=O)CN2C(=O)S/C(=C/c3cccn3-c3ccc(C(=O)O)cc3)C2=O)cc1 ?
GalR3 antagonist: -4; DNA FID counter: -18; GPR7 antagonist: -5; VIM-2 inh: -3.3; PHOSPHO1 block: 17; NS3 helicase inh: -1; IMP-1 inhibitor: -2.5

What do the screens show for `COc1ccc(O)c(/C=N/N2CCCCC2)c1`?
GalR3 antagonist: -8; DNA FID counter: -14; GPR7 antagonist: -11; V1aR counter: -0.3; VIM-2 inh: -2.6; PHOSPHO1 block: 1; NS3 helicase inh: 0; IMP-1 inhibitor: -2.6; OXTR ag: -1.5

What do the screens show for `CC(C)C(c1nnnn1C1CCCCC1)N1CCN(C(=O)c2ccco2)CC1` (stereo not given)?
GalR3 antagonist: -9; DNA FID counter: -34; GPR7 antagonist: -14; V1aR counter: 0.5; VIM-2 inh: -1.5; PHOSPHO1 block: 39; NS3 helicase inh: 5; IMP-1 inhibitor: -3.0; OXTR ag: 1.1

How did COc1ccc(-c2nc(N)n(S(=O)(=O)c3ccc(C)cc3)n2)cc1 do in these assays?
GalR3 antagonist: -4; DNA FID counter: -7; GPR7 antagonist: -10; V1aR counter: -0.1; VIM-2 inh: -1.6; PHOSPHO1 block: -20; NS3 helicase inh: -13; IMP-1 inhibitor: -3.1; OXTR ag: -1.0

How did Cn1cc(CNCc2ccccc2OCC(O)CN2CCc3ccccc3C2)cn1 (stereo not given) do in these assays?
GalR3 antagonist: -6; DNA FID counter: 18; GPR7 antagonist: -2; V1aR counter: -0.3; VIM-2 inh: 0.7; PHOSPHO1 block: 52; NS3 helicase inh: -22; IMP-1 inhibitor: 0.0; OXTR ag: -0.1

What do the screens show for `CC1=C(C(=O)NCc2ccc(Cl)cc2)C2(CCC(C)CC2)OC1=O` (stereo not given)?
GalR3 antagonist: -6; DNA FID counter: -13; GPR7 antagonist: -5; V1aR counter: 0.5; VIM-2 inh: -0.2; PHOSPHO1 block: 47; NS3 helicase inh: -3; IMP-1 inhibitor: -2.0; OXTR ag: -0.1

How did Cc1cc(=O)oc2c3c(cc(OCC(=O)NCCN4CCOCC4)c12)OC(C)(C)CC3 do in these assays?
GalR3 antagonist: -1; DNA FID counter: -9; GPR7 antagonist: 1; V1aR counter: 0.0; VIM-2 inh: -0.5; PHOSPHO1 block: 13; NS3 helicase inh: 3; IMP-1 inhibitor: -0.7; OXTR ag: 0.7

Results for COc1ccc([N+](=O)[O-])cc1NC(=O)Cc1ccccc1Cl ?
GalR3 antagonist: -6; DNA FID counter: 4; GPR7 antagonist: -11; V1aR counter: 0.3; VIM-2 inh: -2.8; PHOSPHO1 block: -2; NS3 helicase inh: 3; IMP-1 inhibitor: -2.9; OXTR ag: -2.0

Results for COc1cc(OC)c(OC)cc1/C=N/Nc1nc2ccccc2[nH]1 ?
GalR3 antagonist: -8; DNA FID counter: 23; GPR7 antagonist: -7; V1aR counter: -0.3; VIM-2 inh: -2.8; PHOSPHO1 block: 41; NS3 helicase inh: -20; IMP-1 inhibitor: -5.0; OXTR ag: -0.4

Results for Cc1ccc(S(=O)(=O)CCSc2nc(C)cc(C)c2C#N)cc1 ?
GalR3 antagonist: 2; DNA FID counter: -3; GPR7 antagonist: 2; V1aR counter: 1.9; VIM-2 inh: -2.7; PHOSPHO1 block: -17; NS3 helicase inh: -9; IMP-1 inhibitor: -3.6; OXTR ag: 0.3

Results for O=C(COc1ccc([N+](=O)[O-])cc1Cl)N1CCOCC1 ?
GalR3 antagonist: -10; DNA FID counter: -2; GPR7 antagonist: -8; V1aR counter: 1.6; VIM-2 inh: -0.8; PHOSPHO1 block: 33; NS3 helicase inh: 0; IMP-1 inhibitor: -2.3; OXTR ag: 0.4

Results for CCCCN(CCCC)S(=O)(=O)c1ccc(NC(=O)Cc2cccs2)cc1 ?
GalR3 antagonist: -5; DNA FID counter: -21; GPR7 antagonist: 9; V1aR counter: 2.8; VIM-2 inh: -0.2; PHOSPHO1 block: -38; NS3 helicase inh: -4; IMP-1 inhibitor: -0.6; OXTR ag: -0.1

Results for COC(=O)Nc1nn(-c2ccc(OC)cc2)c(=O)c(C#N)c1C ?
GalR3 antagonist: 3; DNA FID counter: 4; GPR7 antagonist: -5; V1aR counter: -0.7; VIM-2 inh: 1.2; PHOSPHO1 block: 12; NS3 helicase inh: 10; IMP-1 inhibitor: -3.1; OXTR ag: 0.2

What do the screens show for `O=C(Nc1ccc(Cl)cc1)N1CCSc2ccccc21`?
GalR3 antagonist: -2; DNA FID counter: -1; GPR7 antagonist: 1; V1aR counter: -0.7; VIM-2 inh: 4.8; PHOSPHO1 block: 11; NS3 helicase inh: -2; IMP-1 inhibitor: -0.4; OXTR ag: -1.6

Results for Cn1cc([N+](=O)[O-])c(C(=O)Nc2sc3c(c2C#N)CCC3)n1 ?
GalR3 antagonist: -7; DNA FID counter: 11; GPR7 antagonist: -6; V1aR counter: 1.5; VIM-2 inh: -1.5; PHOSPHO1 block: 50; NS3 helicase inh: -6; IMP-1 inhibitor: -3.2; OXTR ag: 0.6

How did CC1CCCCC1NC(=O)Cn1cnc2ccccc2c1=O (stereo not given) do in these assays?
GalR3 antagonist: 0; DNA FID counter: 0; GPR7 antagonist: -10; V1aR counter: 1.6; VIM-2 inh: -6.4; PHOSPHO1 block: 14; NS3 helicase inh: 1; IMP-1 inhibitor: -5.0; OXTR ag: 0.1

How did COc1cc2ccccc2cc1C(=O)Nc1ccccc1C do in these assays?
GalR3 antagonist: -5; DNA FID counter: -6; GPR7 antagonist: 1; VIM-2 inh: 0.3; PHOSPHO1 block: -7; NS3 helicase inh: 6; IMP-1 inhibitor: 0.4

What do the screens show for `O=C(N/N=C/C(Br)=C/c1ccccc1)c1cccnc1`?
GalR3 antagonist: -5; DNA FID counter: -10; GPR7 antagonist: -4; V1aR counter: -0.2; VIM-2 inh: -3.4; PHOSPHO1 block: -5; NS3 helicase inh: 6; IMP-1 inhibitor: -3.0; OXTR ag: -0.4

Results for N=C1C(c2nc3ccccc3s2)=C(O)CN1c1ccccc1 ?
GalR3 antagonist: 1; DNA FID counter: -8; GPR7 antagonist: 10; V1aR counter: 0.9; VIM-2 inh: -0.7; PHOSPHO1 block: -5; NS3 helicase inh: -3; IMP-1 inhibitor: -2.5; OXTR ag: -0.4

What do the screens show for `COc1ccc(CCN(C(=O)COc2ccccc2)c2nc(-c3ccccc3)cs2)cc1OC`?
GalR3 antagonist: -7; DNA FID counter: -14; GPR7 antagonist: 7; V1aR counter: 0.4; VIM-2 inh: 2.5; PHOSPHO1 block: -18; NS3 helicase inh: -17; IMP-1 inhibitor: -1.1; OXTR ag: 0.4

What do the screens show for `N#Cc1ccccc1NC(=O)CN1CCN(Cc2ccccc2)CC1`?
GalR3 antagonist: -5; DNA FID counter: -7; GPR7 antagonist: -5; V1aR counter: 0.6; VIM-2 inh: -3.4; PHOSPHO1 block: 31; NS3 helicase inh: 4; IMP-1 inhibitor: -1.3; OXTR ag: -0.3

What do the screens show for `Cc1c[n+]([O-])n(-c2ccc(C(=O)O)cc2)n1`?
GalR3 antagonist: 1; DNA FID counter: 4; GPR7 antagonist: -7; V1aR counter: 0.7; VIM-2 inh: -1.1; PHOSPHO1 block: 1; NS3 helicase inh: -4; IMP-1 inhibitor: -2.1; OXTR ag: 1.1

How did CCOC(=O)C1=C(C)NC(=O)NC1c1ccc(F)cc1 (stereo not given) do in these assays?
GalR3 antagonist: -6; DNA FID counter: 2; GPR7 antagonist: 10; V1aR counter: 0.1; VIM-2 inh: -1.7; PHOSPHO1 block: -3; NS3 helicase inh: -2; IMP-1 inhibitor: -1.1; OXTR ag: -0.4

Screening data from PubChem BioAssay.
